High-throughput results from PubChem BioAssay.
OXTR potentiator: human OXTR potentiators, primary screen, fluorescence, CHO-OTR cells, Fluo-8 calcium; Oxytocin receptor (Homo sapiens), P30559; Fluo-8 calcium fluorescence, potentiator mode; 0% = oxytocin EC15, 100% = EC100; activation, % at 3 µM; 320,000 compounds, 0.061% hits; AID 2445, 2010;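 active means activation above that plate's cutoff, the mean activation of tested compounds plus 3 SD, cut at about 6.6% in these data, passing the limit was not always enough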;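 further: 100% uses oxytocin at 75 nM as the full agonist control; some results filed as inactive read as strong as hits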
Target sequence (P30559 whole entry, looked up): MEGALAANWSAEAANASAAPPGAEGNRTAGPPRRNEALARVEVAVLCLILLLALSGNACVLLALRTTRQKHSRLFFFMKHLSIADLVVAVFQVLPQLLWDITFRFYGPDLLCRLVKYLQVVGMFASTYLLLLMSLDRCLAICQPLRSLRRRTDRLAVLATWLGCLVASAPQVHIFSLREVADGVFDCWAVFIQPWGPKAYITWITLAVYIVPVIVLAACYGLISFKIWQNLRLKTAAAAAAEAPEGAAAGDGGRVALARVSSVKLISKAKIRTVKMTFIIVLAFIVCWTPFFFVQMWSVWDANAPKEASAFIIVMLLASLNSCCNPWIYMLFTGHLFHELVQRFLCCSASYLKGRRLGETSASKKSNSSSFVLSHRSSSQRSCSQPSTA
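Material: CHO-OTR cells, human receptor; compound dosing: single dose, 3.0 µM nominal final compound concentration; schedule: 6 min compound pre-incubation at room temperature, 100 s kinetic read; measured by: kinetic Fluo-8 calcium fluorescence; read-out basis: % activation vs EC15 and EC100 oxytocin; controls: EC15 oxytocin alone as 0%, 75 nM oxytocin as 100%; replicates: singlicate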
OXTR agonist: human OXTR agonists, primary screen, fluorescence, CHO-OTR cells, Fluo-8 calcium; activation, % at 3 µM; 320,000 compounds, 0.32% hits; Fluo-8 calcium fluorescence; normalized: DMSO 0%, oxytocin 100%;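 active means activation above the mean of all tested compounds plus 3 SD, cutoff set per screening run, cut at about 20% in these data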;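 further: peak over basal fluorescence ratio from a 100 s FLIPR kinetic read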
CHO parental Ca: ATP-evoked calcium signal inhibitors, parental CHO, primary screen, counter-screen for OX1R antagonist project, cell-based, fluorescence, Fluo-8 calcium dye. inhibition, % at 5.6 µM. parental CHO-K1, ATP-induced calcium, Fluo-8 fluorescence. AID 463079, 2010. 330,000 compounds, 0.63% hits;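 active means inhibition above that plate's mean sample inhibition plus 3 SD, cut at about 26% in these data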;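 further: 0% = ATP-challenged DMSO wells and 100% = DMSO wells without ATP; some compounds past the cut are filed as inactive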
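Assay system – parental CHO cells · Reagent – ATP stimulus · Detection – intracellular calcium via Fluo-8 no-wash fluorescent dye · Evaluation – percent inhibition of ATP-evoked calcium rise, normalized to controls · Controls – ATP wells versus no-ATP DMSO wells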
CHO-K1 Ca antag: M1 antagonist counterscreen hit in parental CHO-K1 cells | inhibition, % at 3 µM | 360,000 compounds, 0.6% hits | ATP-induced calcium, Fluo-8 fluorescence;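 active means inhibition above a per-plate cutoff, the plate's mean sample inhibition plus 3 SD, cut at about 24% in these data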;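 further: 0% = DMSO plus EC80 ATP and 100% = DMSO alone without ATP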
V1R ag counter: agonists of human V1a receptor, primary screen, counter-screen for OXTR agonist project, fluorescence, CHO-V1R cells; Vasopressin V1a receptor (Homo sapiens), P37288; Fluo-8 calcium fluorescence, agonist mode; 0% DMSO, 100% 3 nM vasopressin; activation, % at 3 µM; 320,000 compounds, 0.25% hits;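 active means activation above the mean activation of all tested compounds plus 3 SD, per screening run, cut at about 20% in these data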;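 further: signal is peak over basal fluorescence ratio across a 100 second FLIPR read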
GPR7 antag: GPR7 receptor antagonists, primary screen, cell-based, fluorescence, single concentration; Neuropeptides B/W receptor type 1 (Homo sapiens), P48145; GPR7-expressing cells, fluorescence antagonist assay; inhibition, % at 4.4 µM; 290,000 compounds, 1.1% hits; AID 1861, 2009; in the data active means inhibition above about 16%, passing the limit was not always enough;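 further: cells stimulated with the agonist NPW; 0% = agonist with vehicle and 100% = vehicle without agonist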
Target sequence (P48145 whole entry, looked up): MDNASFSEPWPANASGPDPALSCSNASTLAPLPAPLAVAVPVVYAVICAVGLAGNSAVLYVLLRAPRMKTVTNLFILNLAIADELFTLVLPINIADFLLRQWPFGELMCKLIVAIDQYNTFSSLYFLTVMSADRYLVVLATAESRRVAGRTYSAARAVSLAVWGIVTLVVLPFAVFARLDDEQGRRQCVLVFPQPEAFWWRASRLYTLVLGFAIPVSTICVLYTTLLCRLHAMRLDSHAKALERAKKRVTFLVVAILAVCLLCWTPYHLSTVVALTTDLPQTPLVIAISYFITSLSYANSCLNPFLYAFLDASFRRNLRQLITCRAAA
CHO-K1 Ca ag: counter-screen for M1 agonists: effect in parental CHO-K1 cells | AID 602248, 2012 | activation, % at 3 µM | Fluo-8 calcium fluorescence; scaled to maximal ATP response, vehicle zero | 360,000 compounds, 0.48% hits; in the data active means activation above about 15%;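 further: untransfected CHO-K1 host cells lacking M1 receptor as counterscreen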
CHO-K1 Ca PAM: nonselective calcium activators in parental CHO-K1 cells, primary screen, counter-screen for M1 PAM project, cell-based, Fluo-8 calcium fluorescence, full deck, 1536-well; ATP EC20; 0% at ATP EC20, 100% at ATP max; activation, % at 3 µM; 360,000 compounds, 0.02% hits; AID 602247, 2012;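 active means activation above the run cutoff, the mean activation of all test compounds plus 3 SD, cut at about 40% in these data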;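 further: peak over basal fluorescence ratio in a 140 s read after ATP addition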
TAAR1 antagonist: human TAAR1 antagonists, primary screen, Fluo-8 calcium fluorescence, CHO RD-HGA16 cells | antagonist | 360,000 compounds, 1.5% hits | Trace amine-associated receptor 1 (Homo sapiens), Q96RJ0 | inhibition, % at 3 µM;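 active means inhibition above a per-plate cutoff, the mean inhibition of test compounds on that plate plus 3 SD, cut at about 49% in these data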;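 further: 0% = DMSO plus EC80 beta-PEA response and 100% = DMSO alone without agonist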
Target sequence (Q96RJ0 whole entry, looked up): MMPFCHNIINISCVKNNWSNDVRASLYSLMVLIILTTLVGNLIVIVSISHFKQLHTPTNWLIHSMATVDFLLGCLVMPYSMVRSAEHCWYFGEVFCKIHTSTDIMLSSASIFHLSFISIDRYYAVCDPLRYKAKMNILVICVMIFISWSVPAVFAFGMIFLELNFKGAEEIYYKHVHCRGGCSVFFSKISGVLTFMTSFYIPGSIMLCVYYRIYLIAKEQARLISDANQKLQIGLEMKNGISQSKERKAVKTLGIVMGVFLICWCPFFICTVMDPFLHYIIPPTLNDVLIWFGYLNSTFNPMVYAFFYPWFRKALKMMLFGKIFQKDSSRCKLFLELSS
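Test system: CHO RD-HGA16 cells bearing hTAAR1 | Reagent: β-PEA, EC80 | Compound dosing: 3 µM, single point | Schedule: Dye loading 75 min at 37 °C, then 30 min room temperature | Signal: Calcium fluorescence with Fluo-8 | Evaluation: Percent inhibition of PEA-evoked calcium signal, max/basal emission ratio | Control set: DMSO-only wells and EC80 β-PEA-stimulated wells | Repeats: Singlicate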
* hit, by the source's call; x = no result given.

SMILES	OXTR potentiator	OXTR agonist	CHO parental Ca	CHO-K1 Ca antag	V1R ag counter	GPR7 antag	CHO-K1 Ca ag	CHO-K1 Ca PAM	TAAR1 antagonist
CCOCCn1c(CN2CCCCC2C)nc2c1c(=O)n(C)c(=O)n2C (stereo not drawn)	-1	0.2	0	-1	1.1	0	0.3	11	-17
Cc1cccc(C)c1OCc1nc2ccccc2[nH]1	-3	-1.4	-15	-9	-0.2	-1	-0.6	5	7
Cc1cc2cc(CNC(=O)c3ccc(S(=O)(=O)N4CCOCC4)cc3)ccc2n1C	-6	-0.6	0	-7	0.7	-1	1.9	20	3
Cc1cccc(N2CCN(C(=O)c3cccs3)CC2)c1C	-10	-1.9	-14	-8	-0.7	0	1.1	11	-13
O=C(NCCc1ccc(Cl)cc1)C1CC(=O)N(C2CCCC2)C1 (stereo not drawn)	0	-0.2	-3	-5	0.1	-1	1.0	0	-5
Nc1[nH]c(C(=O)c2ccccc2)c(-c2ccccc2C(F)(F)F)c1C(=O)NCc1ccc(F)cc1	x	x	x	-14	x	x	1.0	13	-22
CN(CC(=O)Nc1ccccc1Cl)C(=O)c1cccc(S(=O)(=O)N2CCN(c3ccccc3)CC2)c1	x	x	x	28*	x	x	4.9	-18	28
COc1ccc(NC(=S)NCCN2CCOCC2)cc1	-5	-0.1	-5	-1	0.0	6	-0.1	-7	12
CC(C)OC(=O)Cn1cnc2ccc(Br)cc2c1=O	-6	-0.8	-14	-6	0.2	2	0.4	17	-9
O=[N+]([O-])c1ccc(CSc2nc3ccccc3[nH]2)cc1	-10	1.3	-1	-4	5.1	-3	3.2	22	2
COc1ccc(NC(=O)Nc2cccc(NC(C)=O)c2)c(OC)c1	-13	-0.1	-10	-8	0.3	-17	0.2	2	7
O=C(CN(C(=O)CNS(=O)(=O)c1ccc(F)cc1)c1cccc(F)c1)NCC1CCCO1 (stereo not drawn)	-8	-0.5	10	-10	0.4	4	0.7	10	7
C/C(=N\OCC(=O)Nc1nc2ccccc2s1)c1ccccc1	-4	0.0	-19	-14	-0.6	0	1.2	24	-19
CCOC(=O)C1CCN(C(=O)C2CCN(c3ncnc4c3nc3n4CCCCC3)CC2)CC1	-2	2.1	-16	-12	5.3	-11	3.4	15	-3
CCCn1c(C)cc(C(=O)COC(=O)c2c(C)nn(-c3ccccc3)c2C)c1C	-10	-2.4	-20	7	0.4	-5	2.2	-9	15
CN(C(=O)c1cccc(NC(=O)Cc2ccc(NC(=O)C3CCCN(C(=O)c4ccccc4)C3)cc2)c1)C1CCCC1 (stereo not drawn)	x	x	x	7	x	x	-0.1	23	-21
Cc1nc(NCCCO)c(C#N)c2c1COC(C)(C)C2	2	0.1	-15	-11	0.5	5	0.0	16	-2
Cc1cc(C)n2nc(CNS(=O)(=O)c3ccc([N+](=O)[O-])cc3)nc2n1	-5	-0.1	9	-6	-0.8	2	0.6	2	-18
O=C(NNS(=O)(=O)c1ccccc1[N+](=O)[O-])c1ccc(F)cc1	-10	0.7	-7	-12	0.3	5	6.2	25	-5
CC(=O)c1ccc(NCC(=O)N2CCN(c3ccccc3)CC2)cc1	-8	0.3	-3	7	1.7	6	0.5	9	-8
CN(C)c1ccc2c(O)cc(=O)n(C)c2c1	-7	0.2	-8	-15	0.6	-2	1.5	30	2
Cc1ccc(C(=O)Nc2ncc(Cc3ccc(SC(F)F)cc3)s2)cc1	-9	8.7	4	-6	6.7	8	1.2	14	34
CCCCCCc1c(C)c2ccc(OCC(=O)N3CCC[C@H]3C(=O)O)c(C)c2oc1=O	8	-0.3	-12	3	-0.8	-3	0.0	6	6
COc1cc(/C=N/NC(=O)c2cc(-c3ccccc3Cl)nc3ccccc23)cc(OC)c1O	-3	2.7	-22	0	3.6	x	4.6	16	8
CCOC(=O)c1cn(Cc2c(C)c(C)c(C)c(C)c2C)nn1	-4	-1.1	-10	17	0.6	-6	0.1	-15	-15

Sorted by the number under TAAR1 antagonist (ascending): some entries from above
smiles | OXTR potentiator | GPR7 antag | TAAR1 antagonist
CC(C)OC(=O)Cn1cnc2ccc(Br)cc2c1=O | -6 | 2 | -9
COc1cc(/C=N/NC(=O)c2cc(-c3ccccc3Cl)nc3ccccc23)cc(OC)c1O | -3 | x | 8
CCCn1c(C)cc(C(=O)COC(=O)c2c(C)nn(-c3ccccc3)c2C)c1C | -10 | -5 | 15

Returning to the listing, repeating the 6 entries before the break.
SMILES	OXTR potentiator	OXTR agonist	CHO parental Ca	CHO-K1 Ca antag	V1R ag counter	GPR7 antag	CHO-K1 Ca ag	CHO-K1 Ca PAM	TAAR1 antagonist
CC(=O)c1ccc(NCC(=O)N2CCN(c3ccccc3)CC2)cc1	-8	0.3	-3	7	1.7	6	0.5	9	-8
CN(C)c1ccc2c(O)cc(=O)n(C)c2c1	-7	0.2	-8	-15	0.6	-2	1.5	30	2
Cc1ccc(C(=O)Nc2ncc(Cc3ccc(SC(F)F)cc3)s2)cc1	-9	8.7	4	-6	6.7	8	1.2	14	34
CCCCCCc1c(C)c2ccc(OCC(=O)N3CCC[C@H]3C(=O)O)c(C)c2oc1=O	8	-0.3	-12	3	-0.8	-3	0.0	6	6
COc1cc(/C=N/NC(=O)c2cc(-c3ccccc3Cl)nc3ccccc23)cc(OC)c1O	-3	2.7	-22	0	3.6	x	4.6	16	8
CCOC(=O)c1cn(Cc2c(C)c(C)c(C)c(C)c2C)nn1	-4	-1.1	-10	17	0.6	-6	0.1	-15	-15
CC1CCCC(NC(=O)c2cccc(S(=O)(=O)NCc3ccccc3)c2)C1C (stereo not drawn)	-2	-2.0	-37	-18	3.5	x	3.5	16	4
Cc1nc2ccccc2n1CC(=O)NN	-2	1.6	-5	-10	4.0	-12	0.8	22	6
COc1ccc(Cl)cc1-c1cc(C(=O)Nc2ccc(F)cc2)[nH]n1	x	x	x	-3	x	x	0.4	6	22
CC1Cc2cc(/C(O)=C3\C(=O)C(=O)N(Cc4ccncc4)C3c3ccccc3F)ccc2O1 (stereo not drawn)	-7	-0.1	-21	-12	3.3	0	0.5	-4	-21
CCN(CC)c1ccc(CN2CCCCCC2)cc1	-4	0.6	-19	15	1.3	-3	0.0	-6	26
COc1ccc(C(O)c2ncc(-c3ccccc3C)[nH]2)cc1 (stereo not drawn)	x	x	x	0	x	x	0.2	-2	-8
Cc1c(O)ccc(C(=O)CN2CCN(c3ccccc3)CC2)c1O	0	3.1	-4	1	1.1	-1	8.7	8	-5
CCOc1ccc(CN2C(=O)c3ccccc3Sc3ccc(C(=O)NCCCN4CCOCC4)cc32)cc1	-8	3.1	-11	-13	6.1	16	0.2	11	-8
CC1(C)CSC(=S)N1S(=O)(=O)c1ccccc1	1	0.6	-2	6	-0.3	-11	-0.2	-14	-17
Nc1scn[n+]1Cc1cccc2cccnc12	-1	0.5	-22	-15	0.3	1	0.7	23	-26
CCOc1ccc2c(c1)c1nnc(SCC(=O)N3CCC(C)CC3)nc1n2C	x	x	x	-1	x	-3	0.1	-9	-6
CCC/C=C1/CCCOC(C(=O)NCc2ccc(S(C)(=O)=O)cc2)(C(F)(F)F)C1 (stereo not drawn)	-5	-0.6	-5	-5	-1.4	x	-0.5	4	-17
CC(C)[C@H](NC(=O)NCCc1ccc(Cl)cc1)C(=O)O	6	-0.1	1	1	-0.1	22	0.3	3	2
Cc1cc(C(=O)COC(=O)c2ccc(NC(=O)CC#N)cc2)c(C)n1-c1ccc(OC(F)F)cc1	-7	1.2	3	-15	1.3	x	-0.3	-1	-2
O=C(CN1C(=O)NC(c2ccccc2)(c2ccccc2)C1=O)NCc1ccc(F)cc1	-9	1.3	-21	-16	-0.1	x	1.6	6	-5
COCCn1c(C)cc(C(=O)COC(=O)C23CC4CC(CC(O)(C4)C2)C3)c1C	-2	1.1	-3	3	0.4	-13	0.2	10	2
COc1ccc(CN(C(=O)c2snc(C(N)=O)c2N)C(C(=O)NC2CCCC2)c2cc(OC)ccc2OC)cc1 (stereo not drawn)	-9	0.0	-14	-19	-0.6	4	0.8	18	-3
Cc1c(C(=O)N2CCOCC2)c(S(=O)(=O)Nc2cccc(F)c2)c(C)n1C	-3	0.0	-9	-1	-0.6	-6	1.7	7	-2
COCCn1c(SCC(=O)Nc2ccc(OC)cc2OC)nc2ccccc2c1=O	x	x	x	2	x	-15	-0.4	12	-14
CC(NC1c2ccccc2-c2ccccc21)c1ccccc1 (stereo not drawn)	-5	-1.4	-27	-24	-1.1	-16	0.1	5	0
COc1ccccc1N(CC(O)CN1CCCCC1)S(=O)(=O)c1ccc(C)cc1 (stereo not drawn)	5	0.6	-24	-8	0.1	15	-0.6	5	-15
COc1ccc(C(C)(C)C)cc1NC(=O)Nc1ccc2c(c1)OCO2	-15	-1.9	-17	-5	-1.5	-1	0.0	8	5
CC(=O)Nc1ccc(OC(F)(F)Cl)cc1	-3	-0.6	7	-9	1.4	-10	-0.1	21	6
Cc1cccc(C)c1NC(=O)CSc1nnnn1-c1ccc(C(=O)O)cc1	-2	0.2	-2	4	-0.4	-9	1.3	12	-15
NS(=O)(=O)c1ccc(CCNC(=O)c2cc([N+](=O)[O-])ccc2N2CCOCC2)cc1	-5	-0.1	5	-19	0.4	x	0.4	10	-5
CC1=C(C(=O)N2CCOCC2)CC(CC(=O)NC2CCCC2)C(=O)N1Cc1ccccc1 (stereo not drawn)	x	x	x	-14	x	x	0.2	15	-13
COC(=O)C(CC(C)C)NC(=O)C(N)Cc1ccccc1 (stereo not drawn)	-6	0.1	-7	-2	-0.8	1	-0.2	-1	10
Clc1cccc(OCc2nc(-c3ccncc3)n[nH]2)c1	-13	1.4	-9	-5	3.0	-11	2.3	7	5
